TMEM16A inh – blocks the mouse calcium-activated chloride channel TMEM16A | Q8BHY3 | HEK293 TMEM16A/YFP iodide influx fluorescence, ionomycin | normalized B-score (activity score, 25-100; higher = stronger inhibition) at 10 µM | 1.2% of 310,000 active | AID 588511;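 active means ratio plate-corrected score three or more library SD toward inhibition, starting fluorescence score within five deviations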;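 further: score derived from kinetic fluorescence span divided by baseline fluorescence per well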
TRPC6 inhibitor – inhibitors of mouse TRPC6 channel; AID 2553; HEK293-TRPC6, membrane potential dye, ACh-evoked depolarization; stronger effect = lower value; B-score at 10 µM; Q61143; 1.1% of 310,000 active;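 active means B-score under library mean minus 3 SD, initial fluorescence not abnormally high, positive integrated signal ratio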;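 further: B-score derived from integrated fluorescence ratio over the kinetic read; more negative B-score means stronger inhibition of depolarization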
Target sequence (Q61143 whole entry, looked up): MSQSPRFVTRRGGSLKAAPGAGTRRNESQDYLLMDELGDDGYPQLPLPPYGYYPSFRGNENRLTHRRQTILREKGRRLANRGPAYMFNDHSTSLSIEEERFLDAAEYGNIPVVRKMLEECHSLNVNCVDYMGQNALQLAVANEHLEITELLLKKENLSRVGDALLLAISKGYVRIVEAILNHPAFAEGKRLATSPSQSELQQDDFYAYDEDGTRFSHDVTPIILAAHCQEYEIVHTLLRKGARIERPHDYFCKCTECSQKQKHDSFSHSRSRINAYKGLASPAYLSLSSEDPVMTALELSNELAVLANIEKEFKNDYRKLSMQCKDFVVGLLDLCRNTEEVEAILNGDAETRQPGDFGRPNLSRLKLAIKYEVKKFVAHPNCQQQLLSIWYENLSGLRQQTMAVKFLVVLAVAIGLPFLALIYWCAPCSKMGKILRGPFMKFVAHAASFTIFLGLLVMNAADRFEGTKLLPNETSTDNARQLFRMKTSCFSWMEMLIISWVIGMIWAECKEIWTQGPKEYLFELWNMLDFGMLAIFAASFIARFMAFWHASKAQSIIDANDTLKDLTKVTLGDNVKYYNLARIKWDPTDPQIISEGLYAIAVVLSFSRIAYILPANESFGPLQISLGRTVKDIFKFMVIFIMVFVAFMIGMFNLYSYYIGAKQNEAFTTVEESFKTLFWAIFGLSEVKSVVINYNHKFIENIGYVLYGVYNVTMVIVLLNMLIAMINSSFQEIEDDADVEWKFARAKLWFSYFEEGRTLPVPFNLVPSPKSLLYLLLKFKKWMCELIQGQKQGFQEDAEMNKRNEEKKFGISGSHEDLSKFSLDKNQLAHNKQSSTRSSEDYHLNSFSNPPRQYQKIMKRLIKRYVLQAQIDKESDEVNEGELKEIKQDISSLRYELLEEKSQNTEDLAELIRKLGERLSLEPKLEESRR
MrgX1 PAM – allosterically activates human MrgX1 receptor signaling | MrgX1-HEK293, Fluo-4 calcium flux, FDSS; stronger effect = higher value | Q96LB2 | 0.63% of 310,000 active | B-score at 10 µM;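 active means plate-corrected calcium response at least 3 library SD above typical, normal starting fluorescence, not activating the receptor alone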;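 further: compound read alongside a low EC10 to EC30 dose of BAM8-22 agonist; peak minus trough fluorescence over baseline measured at the second addition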
RGS4 inh – inhibitors of human RGS4; B-score at 10 µM; P49798; HEK293 M3R/RGS4 inducible, Fluo-4 calcium flux; stronger effect = higher value; triggered by carbachol at its EC20; AID 463165; 0.45% of 310,000 active;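 active means B-score, a plate-corrected calcium signal, over three deviations above library mean, with baseline fluorescence within five deviations of library mean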;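 further: RGS4 expression induced by doxycycline in cells with stable M3 receptor; B-score is computed from the integrated fluorescence ratio over baseline after carbachol; higher B-score means a larger calcium signal and so more RGS4 inhibition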
MrgX1 ag – agonists of human MrgX1 receptor. B-score at 10 µM. Q96LB2. AID 588627. 0.44% of 310,000 active. MrgX1-HEK293 cells, Fluo-4 calcium fluorescence, agonist mode; stronger effect = higher value;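 active means calcium response B-score plate-corrected fluorescence ratio at least 3 library SD, with starting fluorescence B-score inside 5 SD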
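Material – MrgX1-expressing HEK293 cells · Input – 15,000 cells seeded per well · Dosing – compound as first of three additions · Times – overnight seeding, then 1 h dark dye loading · Measured by – kinetic Fluo-4 NW fluorescence of intracellular calcium · Read-out – B-scored fluorescence response ratio · Benchmarks – positive and negative control wells on each plate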
SKKanGAS inh – blocks kanamycin growth of S. pyogenes SKKanGAS strain | AID 1662 | inhibition, % at 7.5 µM | BacTiter-Glo, 6 h | 1.3% of 300,000 active;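 active means mean replicate score, as percent of positive control median, at least 50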;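 further: strain carries kanamycin resistance gene driven by streptokinase promoter and grows in 40 µg/ml kanamycin; loss of luminescence reflects streptokinase promoter inhibition or plain growth inhibition; 0% = median of DMSO wells and 100% = positive control at its reference dose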
RGS4 act – potentiators or activators of RGS4; HEK293 M3R/inducible RGS4, carbachol calcium flux Fluo4; stronger effect = lower value; B-score at 10 µM; 0.92% of 310,000 active;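 active means B-score of the integrated calcium signal more than 4 SD below the library mean, with starting fluorescence not abnormally high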;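 further: negative B-score means reduced calcium response which marks RGS4 activation or potentiation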
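test system = M3R-expressing HEK293 line, RGS4 induced by doxycycline | probe or stimulus = carbachol at ECmax as muscarinic agonist stimulus | timing = dye loading 30 min 37 °C, buffer rest 30 min RT | signal = calcium dye Fluo4 fluorescence | evaluation = B score from integrated fluorescence ratio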
MrgX1 antag – human MrgX1 receptor antagonism, primary screen; AID 588676; MRGX1-HEK293 calcium flux, Fluo-4, BAM8-22 antagonism; stronger effect = lower value; Q96LB2; B-score at 10 µM; 1.3% of 310,000 active;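 active means calcium-response B-score plate-corrected more than 3 library SD below zero, starting fluorescence within 5 deviations, no agonist response on first addition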;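 further: peak minus trough fluorescence over baseline after final BAM8-22 challenge near maximal dose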
HDAC3 inhib – human HDAC3 inhibition; O15379; 0.15% of 320,000 active; AID 2718; recombinant HDAC3, fluorogenic peptide/trypsin coupled, fluorescence; inhibition, % at 8.3 µM; in the data active means inhibition above about 26%, passing the limit was not always enough
TRPC6 act – mouse TRPC6 channel activation; 0.13% of 310,000 active; AID 2550; Q61143; HEK293-TRPC6 membrane potential dye fluorescence; stronger effect = higher value; B-score at 10 µM;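 active means B-score of the integrated fluorescence ratio above library mean plus 3 SD, and starting fluorescence ratio within library mean plus 5 SD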;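 further: higher score means more depolarization so channel activation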
ANO1 activ – activates or potentiates the mouse TMEM16A chloride channel | HEK293 TMEM16A/YFP-H148Q/I152L, iodide quench fluorescence; stronger effect = lower value | AID 623877 | B-score at 10 µM | 0.3% of 340,000 active;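 active means fluorescence-ratio B-score plate-corrected deviation score at least 3 library SD below zero, with starting fluorescence score within 5 deviations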;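 further: channel opened by trigger with iodide after compound preincubation; score built on the fluorescence ratio of max minus min over baseline; more negative score means more quench and so TMEM16A activation or potentiation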
* hit, by the source's call; i = inactive; · = no result given. Hits appear at their usual frequency; about 6.7% have a hit in one of these screens.

#	mol	TMEM16A inh	TRPC6 inhibitor	MrgX1 PAM	RGS4 inh	MrgX1 ag	SKKanGAS inh	RGS4 act	MrgX1 antag	HDAC3 inhib	TRPC6 act	ANO1 activ
1	CN(c1ccc(C(=O)NCc2cccnc2)cc1)S(=O)(=O)c1ccc(Cl)cc1	i	i	i	i	i	-1	i	i	-2	i	i
2	COCCN(CCOC)C(=O)CCn1c(=O)oc2ccccc21	i	i	i	i	i	-1	i	i	5	i	i
3	Cc1nn(Cc2ccccc2Cl)c(Cl)c1C(=O)NCCc1ccccc1	i	i	i	i	i	-5	i	i	0	i	i
4	COc1ccccc1N1CCN(C(=O)c2ccc3c(=O)n(Cc4ccc5c(c4)OCO5)c(=O)[nH]c3c2)CC1	i	i	i	i	i	14	i	i	8	i	i
5	COc1cc(OC)cc(C(=O)N[C@H](C(=O)NCc2ccc(F)cc2)C(C)C)c1	i	i	i	i	i	4	i	i	0	i	i
6	COCCNC(=S)N1CCc2cc(OC)c(OC)cc2C1COc1ccc(C(C)C)cc1 (stereo not drawn)	i	i	i	i	i	14	i	i	-7	i	i
7	O=C(Nc1ccn(Cc2ccccc2)n1)c1n[nH]c([N+](=O)[O-])c1Cl	i	i	i	i	i	16	i	i	1	i	i
8	Brc1cccc(CN2CCN(c3ncccn3)CC2)c1	i	i	i	i	i	-2	i	i	-3	i	i
9	CCc1ccc(OCC(=O)NNC(=O)c2cc3ccccc3o2)cc1	i	i	i	i	i	3	i	i	11	i	i
10	COc1ccc(-n2nnnc2SCC(=O)c2ccc(O)c(O)c2)cc1	i	i	i	i	i	11	i	i	6	i	i
11	C/C(=N\N=C1\NC(=O)CS1)c1cccs1	i	i	i	i	i	-6	i	i	5	i	i
12	Cn1cc(CN2CCN(c3ncccn3)CC2)c(-c2cccc(Cl)c2)n1	i	i	i	i	i	3	i	i	1	i	i

Ordered by length of the SMILES (lowest first): part of the list above
#	mol	TMEM16A inh	TRPC6 inhibitor	MrgX1 PAM	RGS4 inh	MrgX1 ag	SKKanGAS inh	RGS4 act	MrgX1 antag	HDAC3 inhib	TRPC6 act	ANO1 activ
10	COc1ccc(-n2nnnc2SCC(=O)c2ccc(O)c(O)c2)cc1	i	i	i	i	i	11	i	i	6	i	i
1	CN(c1ccc(C(=O)NCc2cccnc2)cc1)S(=O)(=O)c1ccc(Cl)cc1	i	i	i	i	i	-1	i	i	-2	i	i
4	COc1ccccc1N1CCN(C(=O)c2ccc3c(=O)n(Cc4ccc5c(c4)OCO5)c(=O)[nH]c3c2)CC1	i	i	i	i	i	14	i	i	8	i	i

New compounds follow.
#	mol	TMEM16A inh	TRPC6 inhibitor	MrgX1 PAM	RGS4 inh	MrgX1 ag	SKKanGAS inh	RGS4 act	MrgX1 antag	HDAC3 inhib	TRPC6 act	ANO1 activ
13	COC(=O)c1cccc(N(C(=O)CNC(=O)c2cccs2)C(C(=O)NCC2CCCO2)c2ccc(OC)c(OC)c2)c1 (stereo not drawn)	i	i	i	i	i	1	i	i	2	i	i
14	COC(=O)c1ccc(Cn2c(O)c(N=O)c3ccccc32)o1	i	i	i	i	i	3	i	i	10	i	i
15	O=c1c2c(-c3ccccc3)csc2ncn1/N=C/c1cccc([N+](=O)[O-])c1O	25*	i	i	i	71*	3	i	i	2	i	i
16	COc1ccc(NC(=O)Nn2cnnc2)cc1OC	i	i	i	i	i	1	i	i	-2	i	i
17	O=C(CSc1n[nH]c(-c2ccccc2)n1)Nc1ncccn1	i	i	i	i	i	4	i	i	-4	i	i
18	COc1ccc(NC(=O)CSCC(=O)N2c3ccccc3CCc3ccccc32)cc1	i	i	i	i	i	-12	i	i	5	i	i
19	CC1(NC(=S)N(CCO)CCO)CCS(=O)(=O)C1 (stereo not drawn)	i	i	i	i	i	-1	i	i	-4	i	i
20	CCc1nnc(NC(=O)CSc2nc(C)nc3c2c(=O)n(C)c(=O)n3C)s1	i	i	i	i	i	1	i	i	-5	i	i
21	CCCn1c(SCC(=O)Nc2ccccc2C(=O)OC)nc2c1c(=O)n(C)c(=O)n2C	i	i	i	i	i	0	i	i	-5	i	i
22	CC(C)(C)SCCNC(=O)CN(c1ccc(F)cc1)S(C)(=O)=O	i	i	i	i	i	-8	i	i	7	i	i
23	CCNC(=S)Nc1ccccc1-c1ccccc1	i	i	i	i	i	13	i	i	-2	i	i
24	COc1ccc(N2CCN(C(=O)CCN3C(=O)c4ccccc4S3(=O)=O)CC2)cc1	i	i	i	i	i	-8	i	i	0	i	i
25	c1csc(CNc2ncnc3nc[nH]c23)c1	i	i	i	i	i	-1	i	i	-3	i	i
26	Cc1c(Cl)cccc1NC(=O)Cn1cccc1	i	i	i	i	i	-2	i	i	1	i	i
27	CCOc1ccc(S(=O)(=O)N(C)CC(=O)NCc2ccc3c(c2)OCO3)cc1	i	i	i	i	i	-2	i	i	1	i	i
28	CCOCCn1ccc2c(OCC(=O)Nc3cc(OC)ccc3OC)cccc2c1=O	i	i	i	i	i	0	i	i	0	i	i
29	Cc1nn(Cc2c(F)c(F)c(F)c(F)c2F)c(C)c1NC(=O)c1c([N+](=O)[O-])c(C)nn1C	i	i	i	i	i	4	i	i	4	i	i
30	CSc1ccccc1C(=O)N1CCC(CCC(=O)NC2CC2)CC1	i	i	i	i	i	0	i	i	-6	i	i
31	Cn1c(Cc2ccccc2)nnc1SCC(=O)N1CCCCC1	i	i	i	i	i	3	i	i	0	i	i
32	O=c1c2ccccc2c(C=Nc2cccc(S(=O)(=O)NCc3ccco3)c2)c(O)n1-c1ccc(Cl)cn1	i	i	i	i	i	16	i	i	-1	i	i
33	Cc1nnc(NC(=O)CCC(=O)NCc2ccco2)s1	i	i	i	i	i	-3	i	i	-3	i	i
34	O=[N+]([O-])c1ccccc1CNC1CCCc2ccccc21 (stereo not drawn)	i	i	i	i	i	14	i	i	-6	i	i
35	O=C(c1cccs1)N1CCCC(N2CCN(c3cccc(C(F)(F)F)c3)CC2)C1 (stereo not drawn)	i	i	i	i	i	2	i	i	1	i	i
36	c1ccc(Cn2nnc3c(NCc4ccc5c(c4)OCO5)nc(C4CC4)nc32)cc1	i	i	i	i	i	-6	i	i	3	i	i
37	N#C/C(=C\N1CCOCC1)c1ccccc1	i	i	i	i	i	3	i	i	2	i	i
38	COCCNC(=O)c1ccc2c3n(nc2c1)-c1ccc(Cl)cc1CO3	i	i	i	i	i	-3	i	i	2	i	i
39	CCN(CC)S(=O)(=O)c1ccc(N2CCOCC2)c(NC(=O)c2cnccn2)c1	i	i	i	i	i	16	i	i	·	i	i
40	CC(=O)/C(=C/c1ccc(N(C)C)cc1)C(=O)c1ccccc1	i	i	i	i	i	-1	i	i	7	i	i
41	O=C(Cn1c(=O)sc2ccccc21)NCc1ccco1	i	i	i	i	i	2	i	i	-2	i	i
42	CCOc1cc(/C=N/NC(=O)c2c(-c3ccccc3)noc2C)ccc1O	i	i	i	i	i	-13	i	i	4	i	i
43	Cc1coc2c(C)c3oc(=O)c(CCC(=O)N4C[C@H]5C[C@@H](C4)c4cccc(=O)n4C5)c(C)c3cc12	i	i	i	i	i	5	i	i	-15	i	i
44	COc1ccc(OC)c(C2C3=C(N=C4SCC(=O)N42)c2ccccc2CC3)c1 (stereo not drawn)	i	i	i	i	i	-1	i	i	-9	i	i
45	CCC(C)(C)NC(=O)C(c1ccc(OC)cc1)N(Cc1ccc(OC)cc1)C(=O)CCC(=O)Nc1cc(C)on1 (stereo not drawn)	i	i	i	i	i	4	i	i	7	i	i
46	CC(=O)Nc1c(C(=O)C2CC2)oc2ccccc12	i	i	i	i	i	7	i	i	-1	i	i
47	O=C(O)CCc1ccc(-c2ccc(F)cc2)n1CC1CCCO1 (stereo not drawn)	i	i	i	i	i	2	i	i	-16	i	i
48	Cc1cccc2sc(NC(=O)C3CCCN(S(=O)(=O)c4cccc5nonc45)C3)nc12 (stereo not drawn)	i	i	i	i	i	13	i	i	-6	i	i
49	CCOC(=O)CC(=O)CSc1nc(-c2cccnc2)ccc1C#N	i	i	i	i	37*	-1	i	i	0	i	i
50	Cc1cccc(CCNC(=O)CCNC(=O)Cn2ccc3ccccc3c2=O)c1	i	i	i	i	i	5	i	i	-10	i	i
51	CCC1(c2ccc(Cl)cc2)NC(=S)N(c2ccccc2)N1 (stereo not drawn)	i	i	i	i	i	8	i	i	-2	i	i
52	COc1ccc(N(CC(=O)N/N=C/c2cccs2)S(=O)(=O)c2ccc(OC)c(OC)c2)cc1	i	i	i	i	i	0	i	i	-1	i	i
53	Cc1cccc(-n2nc3c([n+]2[O-])CCc2nonc2-3)c1C	i	i	i	i	i	-4	i	i	3	i	i
54	Cc1cc(C)nc(NC(=O)c2cccc([N+](=O)[O-])c2)c1	i	i	i	i	i	-7	i	i	-3	i	i
55	N#Cc1ccccc1S(=O)(=O)N1CCN(CC(=O)NC(=O)NC2CCCCC2)CC1	i	i	i	i	i	-5	i	-6.3*	-2	i	i
56	Cc1ccc2cc(C#N)c(N3CCN(C(=O)c4ccccc4)CC3)nc2c1	i	i	i	i	i	11	i	i	-8	i	i
57	CC(C)c1ccc(NC(=S)NN2CCN(C)CC2)cc1	i	i	i	i	i	-2	i	i	-8	i	i
58	Cc1c(C(=O)c2ccc(Cl)c(Cl)c2)cnc2cc3c(cc12)OCO3	i	i	i	i	i	31	i	i	2	i	i
59	CCc1c(C)sc(NC(=O)Cc2ccccc2OC)c1C(=O)N1CCOCC1	i	i	i	i	i	-4	i	i	1	i	i
60	O=C1CSC(c2ccc(Cl)cc2)N1 (stereo not drawn)	i	i	i	i	i	2	i	i	-1	i	i

Source: PubChem (several laboratories)
